T cruzi HTS: inhibitors of intracellular Trypanosoma cruzi. activity score (inhibition), % at 5.01 µM. actives 4.9% (n = 22,000). intracellular Trypanosoma cruzi in host cells, plate reader; in the data active = activity score above about 55%;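 note: parasites and compound incubated about four days before reading; 0% = median of neutral control wells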
INS-1E ATP HTS: rescue of cytokine-induced death in INS-1E beta cells | INS-1E cytokine-induced death, ATP luminescence, 48 h; normalised: neutral wells 0, positive control 100 | protection from cytokine-induced ATP loss, % at 10 µM | actives 0.1% (n = 20,000);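 active = mean replicate protection from cytokine-induced ATP loss at least 50% and at least 75% of replicates each reaching 50%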
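assay system = INS-1E rat insulinoma cells | amount = 8000 cells per well | medium = phenol-red-free RPMI with 5% fetal bovine serum | doses = one compound concentration, pin transfer | timing = 48 h cytokine plus compound treatment, 10 min reagent incubation | also added = IL-1β, TNF-α and IFN-γ cytokine mix | signal = CellTiter-Glo luminescence measuring cellular ATP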
The depositor's hits bear a star; . = no result given. Rows are unselected; about 5.6% have a hit in one of these screens.

SMILES | T cruzi HTS | INS-1E ATP HTS
C[C@@H]1CN([C@H](C)CO)C(=O)c2cc(NC(=O)C3CC3)ccc2O[C@@H]1CN(C)C | -10.2 | 11.3
Cc1ccc(S(=O)(=O)N(C)C[C@@H]2Oc3ccc(NC(=O)CCC(F)(F)F)cc3C(=O)N([C@@H](C)CO)C[C@@H]2C)cc1 | -16.4 | 8.6
C[C@@H]1CN([C@H](C)CO)C(=O)CCCn2cc(nn2)CO[C@H]1CN(C)C(=O)NC1CCCC1 | 0.2 | .
CCN(CC)c1ccc(/C=N/NC(=O)CCCCCCC(=O)Nc2ccccc2O)c(O)c1 | 66.4* | -7.7
C[C@H](CO)N1C[C@H](C)[C@H](CN(C)CC2CCCCC2)Oc2ccc(NS(=O)(=O)c3ccccc3)cc2CC1=O | 8.7 | -15.0
C[C@@H]1CN([C@@H](C)CO)C(=O)CCCn2cc(nn2)CO[C@@H]1CN(C)S(=O)(=O)c1cccc(F)c1 | 2.4 | .
C[C@H]1CN([C@@H](C)CO)C(=O)c2cccc(NS(=O)(=O)c3cn(C)cn3)c2O[C@@H]1CN(C)Cc1ccc(C(F)(F)F)cc1 | -13.4 | -8.4
C[C@@H]1CN([C@H](C)CO)C(=O)Cc2cc(NC(=O)NC3CCCCC3)ccc2O[C@@H]1CN(C)S(=O)(=O)c1ccc(Cl)cc1 | 20.0 | 2.9
Cc1ccc(CN(C)C[C@@H]2OCc3cn(nn3)CCCC(=O)N([C@@H](C)CO)C[C@H]2C)cc1 | -23.4 | .
Cc1noc(C)c1NC(=O)Nc1cccc2c1O[C@@H](CN(C)C(=O)Nc1ccccc1)[C@@H](C)CN([C@H](C)CO)C2=O | -21.4 | 8.7
Cc1noc(C)c1NC(=O)Nc1ccc2c(c1)C(=O)N([C@@H](C)CO)C[C@H](C)[C@H](CN(C)S(=O)(=O)c1ccccc1)O2 | -13.8 | -16.4
C[C@@H]1CN([C@H](C)CO)C(=O)c2cccc(NC(=O)C3CC3)c2O[C@@H]1CN(C)Cc1ccc(Oc2ccccc2)cc1 | -8.0 | -23.9
C[C@H]1CN([C@@H](C)CO)C(=O)c2cccc(NC(=O)c3cnccn3)c2O[C@@H]1CN(C)C(=O)Nc1cccc2ccccc12 | -25.1 | -0.2
COc1ccc(S(=O)(=O)Nc2ccc3c(c2)C(=O)N([C@H](C)CO)C[C@H](C)[C@H](CN(C)S(=O)(=O)c2cn(C)cn2)O3)cc1 | -11.5 | 3.8
C[C@H]1CN([C@@H](C)CO)C(=O)c2cccc(NC(=O)Nc3ccccc3)c2O[C@@H]1CN(C)Cc1ccc(C(F)(F)F)cc1 | -1.1 | -11.8
COc1ccc(S(=O)(=O)Nc2ccc3c(c2)C(=O)N([C@@H](C)CO)C[C@H](C)[C@@H](CN(C)CC2CC2)O3)cc1 | -7.1 | -0.2
Cc1noc(C)c1NC(=O)N(C)C[C@H]1OCCCC[C@@H](C)Oc2ccc(NC(=O)NC3CCCCC3)cc2C(=O)N([C@H](C)CO)C[C@@H]1C | -2.1 | 0.6
C[C@H]1CN([C@@H](C)CO)C(=O)Cc2cc(NC(=O)Nc3ccc(C(F)(F)F)cc3)ccc2O[C@H]1CN(C)C(=O)Nc1cccc2ccccc12 | -20.6 | -6.8
C[C@H]1CN([C@@H](C)CO)C(=O)Cc2cc(NC(=O)C3CCCCC3)ccc2O[C@H]1CN(C)CC1CCCCC1 | -31.4 | -9.8
COc1ccc(CN(C)C[C@@H]2OCc3cn(nn3)CCCC(=O)N([C@@H](C)CO)C[C@@H]2C)cc1 | -5.6 | .
COc1ccc(S(=O)(=O)N(C)C[C@@H]2Oc3ccc(NC(=O)c4ccncc4)cc3C(=O)N([C@H](C)CO)C[C@H]2C)cc1 | -3.0 | -6.4
CC(C)NC(=O)N(C)C[C@H]1Oc2ccc(N(C)C)cc2CC(=O)N([C@H](C)CO)C[C@H]1C | -9.6 | 5.0
Cc1noc(C)c1NC(=O)Nc1cccc2c1O[C@H](CN(C)S(C)(=O)=O)[C@H](C)CN([C@H](C)CO)C2=O | -14.0 | 10.3
C[C@H]1CN([C@@H](C)CO)C(=O)Cc2cc(NC(=O)Cc3cn(C)c4ccccc34)ccc2O[C@H]1CN(C)S(=O)(=O)c1cccs1 | 10.3 | -4.8
C[C@H](CO)N1C[C@H](C)[C@H](CN(C)S(=O)(=O)c2ccc(Cl)cc2)Oc2ccc(NS(=O)(=O)c3cn(C)cn3)cc2CC1=O | -12.6 | -0.7
C[C@H](CO)N1C[C@H](C)[C@H](CN(C)S(C)(=O)=O)Oc2ncc(-c3ccccc3)cc2C1=O | 0.1 | .
Cc1cc(C(=O)Nc2cccc3c2O[C@@H](CN(C)C)[C@H](C)CN([C@@H](C)CO)C3=O)n(C)n1 | -6.1 | 4.9
CC(C)NC(=O)Nc1ccc2c(c1)CC(=O)N([C@@H](C)CO)C[C@H](C)[C@H](CN(C)C(=O)NC1CCCCC1)O2 | -13.4 | 3.8
COc1ccc(NC(=O)Nc2cccc3c2O[C@@H](CN(C)S(=O)(=O)c2ccc(F)cc2)[C@@H](C)CN([C@H](C)CO)C3=O)cc1 | 35.5 | 4.7
COc1ccccc1S(=O)(=O)N(C)C[C@@H]1OCc2cnnn2CCCC(=O)N([C@@H](C)CO)C[C@@H]1C | -8.2 | .
C[C@@H]1CN([C@H](C)CO)C(=O)c2cccc(NS(=O)(=O)c3ccccc3)c2O[C@@H]1CN(C)C | -20.0 | -3.6
Cc1noc(C)c1S(=O)(=O)Nc1ccc2c(c1)C(=O)N([C@@H](C)CO)C[C@@H](C)[C@@H](CN(C)C(=O)Nc1ccc(F)cc1)O2 | 3.3 | .
Cc1ccc(S(=O)(=O)N(C)C[C@@H]2Oc3ccc(NC(=O)Nc4ccc(C(F)(F)F)cc4)cc3C(=O)N([C@@H](C)CO)C[C@@H]2C)cc1 | 14.6 | -17.6
CNC[C@H]1Oc2ccc(NC(=O)Cc3ccccc3)cc2C(=O)N([C@@H](C)CO)C[C@@H]1C | -9.9 | 3.0
Cc1noc(C)c1NC(=O)N(C)C[C@@H]1Oc2ccc(NC(=O)Nc3ccc(C(F)(F)F)cc3)cc2CC(=O)N([C@H](C)CO)C[C@@H]1C | -25.8 | 7.4
COc1ccc(CN(C)C[C@@H]2Oc3ccc(NS(=O)(=O)c4ccc(Cl)cc4)cc3C(=O)N([C@@H](C)CO)C[C@H]2C)cc1 | 3.6 | -10.7
Cc1ccc(S(=O)(=O)Nc2cccc3c2O[C@@H](CN(C)C(=O)Nc2ccc(F)cc2)[C@H](C)CN([C@H](C)CO)C3=O)cc1 | -5.0 | -2.1
CNC[C@H]1Oc2ccc(NC(=O)CCN3CCOCC3)cc2CC(=O)N([C@@H](C)CO)C[C@H]1C | 6.5 | 13.1
C[C@H]1CN([C@@H](C)CO)C(=O)CCCn2nncc2CO[C@H]1CN(C)Cc1ccc(Cl)c(Cl)c1 | 12.8 | .
C[C@@H]1CN([C@H](C)CO)C(=O)Cc2cc(NC(=O)Nc3cccc4ccccc34)ccc2O[C@H]1CN(C)Cc1ccc(Oc2ccccc2)cc1 | 57.2* | -10.5
C[C@H]1CN([C@@H](C)CO)C(=O)CCCn2cc(nn2)CO[C@@H]1CN(C)Cc1cccc(O)c1 | -15.4 | -1.0
CNC[C@@H]1Oc2c(NC(=O)Nc3ccc(F)cc3)cccc2C(=O)N([C@H](C)CO)C[C@@H]1C | -37.1 | 5.9
CCOC(=O)N(C)C[C@H]1OCc2cnnn2CCCC(=O)N([C@H](C)CO)C[C@H]1C | -26.2 | .
C[C@@H]1CN([C@H](C)CO)C(=O)CCCn2cc(nn2)CO[C@@H]1CN(C)S(=O)(=O)c1ccc2ccccc2c1 | 11.1 | .
C[C@H]1CN([C@@H](C)CO)C(=O)Cc2cc(NS(=O)(=O)c3cn(C)cn3)ccc2O[C@@H]1CN(C)S(C)(=O)=O | -7.4 | 9.3

Structural class: the compounds so far containing two or more sulfur atoms (4)
SMILES | T cruzi HTS | INS-1E ATP HTS
COc1ccc(S(=O)(=O)Nc2ccc3c(c2)C(=O)N([C@H](C)CO)C[C@H](C)[C@H](CN(C)S(=O)(=O)c2cn(C)cn2)O3)cc1 | -11.5 | 3.8
C[C@H]1CN([C@@H](C)CO)C(=O)Cc2cc(NC(=O)Cc3cn(C)c4ccccc34)ccc2O[C@H]1CN(C)S(=O)(=O)c1cccs1 | 10.3 | -4.8
C[C@H](CO)N1C[C@H](C)[C@H](CN(C)S(=O)(=O)c2ccc(Cl)cc2)Oc2ccc(NS(=O)(=O)c3cn(C)cn3)cc2CC1=O | -12.6 | -0.7
C[C@H]1CN([C@@H](C)CO)C(=O)Cc2cc(NS(=O)(=O)c3cn(C)cn3)ccc2O[C@@H]1CN(C)S(C)(=O)=O | -7.4 | 9.3

Carrying on:
SMILES | T cruzi HTS | INS-1E ATP HTS
C[C@@H]1CN([C@H](C)CO)C(=O)Cc2cc(NS(C)(=O)=O)ccc2O[C@H]1CN(C)Cc1ccncc1 | -4.9 | -0.5
C[C@@H]1CN([C@@H](C)CO)C(=O)c2cc(NS(=O)(=O)c3ccc(F)cc3)ccc2O[C@@H]1CN(C)C(=O)NC1CCCCC1 | 12.1 | -2.8
COc1ccc(NC(=O)Nc2ccc3c(c2)CC(=O)N([C@H](C)CO)C[C@H](C)[C@H](CN(C)C)O3)cc1 | -21.0 | 9.1
C[C@H](CO)N1C[C@H](C)[C@@H](CN(C)Cc2ccccc2)Oc2c(NS(=O)(=O)c3cn(C)cn3)cccc2C1=O | -17.5 | 6.6
CNC[C@@H]1OCCCC[C@@H](C)Oc2ccc(NC(=O)Nc3c(C)noc3C)cc2C(=O)N([C@H](C)CO)C[C@@H]1C | -11.7 | -1.7
C[C@H](CO)N1C[C@H](C)[C@@H](CN(C)C(=O)Nc2cccc3ccccc23)Oc2ccc(NS(=O)(=O)c3ccc(F)cc3)cc2C1=O | 0.1 | -2.4
COc1ccc(NC(=O)N(C)C[C@@H]2Oc3c(NS(=O)(=O)c4cccs4)cccc3C(=O)N([C@@H](C)CO)C[C@H]2C)cc1 | -6.0 | 10.5
Cc1ccc(S(=O)(=O)Nc2ccc3c(c2)CC(=O)N([C@@H](C)CO)C[C@H](C)[C@@H](CN(C)Cc2ccccc2)O3)cc1 | 42.0 | 11.6
COc1ccc(NC(=O)N(C)C[C@H]2Oc3ccc(NC(=O)C4CC4)cc3C(=O)N([C@@H](C)CO)C[C@H]2C)cc1 | -14.9 | 10.1
CC(C)NC(=O)N(C)C[C@H]1Oc2c(cccc2N(C)C)C(=O)N([C@@H](C)CO)C[C@@H]1C | -10.0 | 11.0
C[C@@H]1CN([C@@H](C)CO)C(=O)c2cccc(NC(=O)Nc3ccc(F)cc3)c2O[C@H]1CN(C)S(=O)(=O)c1ccc(Cl)cc1 | 1.3 | 36.6
C[C@@H]1CN([C@H](C)CO)C(=O)c2cc(NC(=O)Nc3ccccc3)ccc2O[C@H]1CN(C)C | -14.7 | 12.2
C[C@@H]1CCCCO[C@@H](CN(C)C(=O)Cc2ccccc2)[C@@H](C)CN([C@H](C)CO)C(=O)c2cc(NC(=O)c3ccncc3)ccc2O1 | -37.7 | 15.3
CNC[C@@H]1Oc2ccc(NS(=O)(=O)c3cccs3)cc2C(=O)N([C@H](C)CO)C[C@H]1C | -15.2 | .
C[C@H]1CN([C@@H](C)CO)C(=O)c2cc(NS(=O)(=O)c3ccccc3)ccc2O[C@@H]1CN(C)Cc1ccncc1 | -7.2 | 1.5

Part of the list above in order of count of non-hydrogen atoms, lowest first:
SMILES | T cruzi HTS | INS-1E ATP HTS
C[C@@H]1CN([C@H](C)CO)C(=O)c2cc(NC(=O)Nc3ccccc3)ccc2O[C@H]1CN(C)C | -14.7 | 12.2
C[C@H](CO)N1C[C@H](C)[C@@H](CN(C)Cc2ccccc2)Oc2c(NS(=O)(=O)c3cn(C)cn3)cccc2C1=O | -17.5 | 6.6
C[C@@H]1CN([C@@H](C)CO)C(=O)c2cccc(NC(=O)Nc3ccc(F)cc3)c2O[C@H]1CN(C)S(=O)(=O)c1ccc(Cl)cc1 | 1.3 | 36.6

Next entries.
SMILES | T cruzi HTS | INS-1E ATP HTS
C[C@@H]1CN([C@H](C)CO)C(=O)Cc2cc(NC(=O)Cc3ccccc3)ccc2O[C@@H]1CN(C)C(=O)NC1CCCCC1 | -31.5 | 7.7
C[C@H]1CN([C@@H](C)CO)C(=O)c2cccc(NC(=O)Nc3ccc4c(c3)OCO4)c2O[C@@H]1CN(C)Cc1ccncc1 | 26.2 | 8.2
Cc1ccc(S(=O)(=O)Nc2ccc3c(c2)CC(=O)N([C@@H](C)CO)C[C@H](C)[C@@H](CN(C)C(=O)NC(C)C)O3)cc1 | -20.6 | 0.9
C[C@H]1CN([C@@H](C)CO)C(=O)CCCn2cc(nn2)CO[C@@H]1CN(C)S(=O)(=O)c1ccc(Cl)cc1 | -7.1 | .
Cc1noc(C)c1NC(=O)N(C)C[C@@H]1Oc2c(NS(C)(=O)=O)cccc2C(=O)N([C@H](C)CO)C[C@H]1C | -14.1 | 6.4
C[C@@H]1CN([C@H](C)CO)C(=O)c2cccc(N(C)C)c2O[C@@H]1CN(C)C(=O)Nc1ccc2c(c1)OCO2 | 3.3 | 1.2
C[C@@H]1CN([C@H](C)CO)C(=O)Cc2cc(NC(=O)Nc3ccc(C(F)(F)F)cc3)ccc2O[C@H]1CN(C)Cc1ccc2c(c1)OCO2 | 7.9 | 0.2
C[C@@H]1CN([C@H](C)CO)C(=O)c2cccc(NS(=O)(=O)c3cn(C)cn3)c2O[C@H]1CN(C)S(=O)(=O)c1cn(C)cn1 | -30.3 | 0.0
Cc1ccc(S(=O)(=O)N(C)C[C@@H]2Oc3ccc(NS(=O)(=O)c4ccc(F)cc4)cc3CC(=O)N([C@H](C)CO)C[C@@H]2C)cc1 | 21.1 | -2.9
C[C@@H]1CN([C@H](C)CO)C(=O)Cc2cc(NC(=O)c3ccncc3)ccc2O[C@H]1CN(C)C(=O)NC1CCCCC1 | -35.5 | 7.6
O=C(N/N=C/[C@@H](O)[C@@H](O)[C@H](O)[C@H](O)CO)c1ccccc1O | -10.6 | -11.0
